Screening data: PubChem, several laboratories
PMI act = activators of human phosphomannose isomerase. 190,000 compounds, 0.005% hits. purified human PMI, coupled resazurin fluorescence, 20 min; active compounds read high; 1 = vehicle control, 0 substrate-free wells. P34949. activation factor at 20 µM;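 active means activation factor of 2 or more at 20 µM, relative to plate controls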
Target sequence (P34949 whole entry, looked up): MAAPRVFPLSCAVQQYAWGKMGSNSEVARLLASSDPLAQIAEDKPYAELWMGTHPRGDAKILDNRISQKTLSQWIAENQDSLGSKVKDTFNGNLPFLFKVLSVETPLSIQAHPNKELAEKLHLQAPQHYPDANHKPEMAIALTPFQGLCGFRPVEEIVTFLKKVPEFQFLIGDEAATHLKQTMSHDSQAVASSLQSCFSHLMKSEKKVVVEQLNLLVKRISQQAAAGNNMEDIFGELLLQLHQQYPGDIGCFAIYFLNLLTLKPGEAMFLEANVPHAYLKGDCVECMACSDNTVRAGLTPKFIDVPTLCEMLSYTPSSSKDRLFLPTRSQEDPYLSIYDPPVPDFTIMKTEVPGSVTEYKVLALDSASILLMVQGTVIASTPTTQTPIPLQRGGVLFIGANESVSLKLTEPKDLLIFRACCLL
RAM network inh = yeast RAM network inhibition; S. cerevisiae dse1pr::URA3 reporter, 5-FOA growth OD615, 2 d; analog-sensitive cbk1-as2 kinase mutant strain; inhibition, % at 50 µM; 190,000 compounds, 1.8% hits;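 active means inhibition above a set limit, 3 SD over mean compound inhibition, cut at about 8.4% in these data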;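 further: 0% = DMSO-only wells with no growth and 100% = 10 µM 1-NA-PP1 full growth; inhibition rescues growth on 5-FOA so higher OD means more RAM inhibition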
G6PDH CS = L. mesenteroides G6PDH inhibition counter-screen | Purified L. mesenteroides G6PDH, diaphorase/resazurin coupled fluorescence, 45 min | inhibition, % at 5 µM | 200,000 compounds, 0.12% hits | AID 1020
Hsp70 act = Hsp70 transcriptional activation, primary screen | activation, % at 10 µM | HeLa Hsp70 promoter luciferase reporter, luminescence; scaled: vehicle 0, proteasome-inhibitor control 100% | 200,000 compounds, 0.04% hits;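 active means activation above the mean across all tested compounds plus 3 SD, cutoff set per campaign, cut at about 5.5% in these data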;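 further: 100% = MG132 at 30 µM as the positive control and 0% = DMSO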
TLR4-MyD88 BLA = TLR4-MyD88 interaction inhibition in cells; O00206+Q99836; HeLa CL3-4 TLR4/MyD88 BLA complementation, FRET ratio; inhibition, % at 8.4 µM; 200,000 compounds, 0.18% hits; AID 861; in the data active means inhibition above about 25%;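 further: 0% = vehicle and 100% = reference inhibitor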
Diaphorase inh = counter-screen for diaphorase-based assays: diaphorase inhibitors and chemical oxidizers. 190,000 compounds, 0.69% hits. inhibition, % at 20 µM. diaphorase resazurin-to-resorufin fluorescence, NADH, 16 min; bacterial (C. kluyveri) enzyme, not human. AID 1217;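 active means primary screen inhibition at 20 µM above a set limit, cut at about 50% in these data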;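 further: plate controls were DMSO with full reaction for no effect and wells lacking NADH for full effect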
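Test system: Clostridium kluyveri diaphorase enzyme / Quantity: diaphorase at 0.14 U/mL in enzyme working solution / Incubation: 16-min room-temperature incubation before reading / Benchmarks: NADH-free wells as positive control, DMSO-only neutral wells / Signal: resorufin fluorescence 544/590 nm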
Diaphorase act = diaphorase activation or chemical reduction counter-screen | Diaphorase/resazurin coupled assay, resorufin fluorescence, 16 min; active compounds read high; 1 = vehicle wells, 0 = NADH-free wells | activation factor at 20 µM | 190,000 compounds, 0.005% hits | AID 1229;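 active means diaphorase activity raised at least twofold by the compound at 20 µM; inactive means activation factor below 2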
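System – purified diaphorase enzyme from Clostridium kluyveri · Input – enzyme 0.07 U/mL final · Also added – final NADH 0.114 mM, resazurin 0.1 mM · Measured by – fluorescence of resorufin, 544 nm excitation, 590 nm emission · Timing – 16 min enzyme reaction, ambient temperature · Measure – resorufin increase flagging diaphorase activators or reducers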
S1P3 antagonist = S1P3 (human) receptor antagonism | inhibition, % at 4.98 µM | 170,000 compounds, 0.27% hits | AID 485 | Q99500 | CHO S1P3 NFAT-BLA reporter, FRET fluorescence, antagonist mode;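 active means inhibition above the plate cutoff, the mean inhibition of test wells on that plate plus 3 SD, cut at about 28% in these data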;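 further: cells challenged with S1P at its EC80 of 0.8 µM; blue over green emission ratio from cleaved BLA substrate after 4 h stimulation; 0% = S1P-stimulated wells and 100% = unstimulated DMSO-only wells; some compounds past the cut are filed as inactive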
Target sequence (Q99500 whole entry, looked up): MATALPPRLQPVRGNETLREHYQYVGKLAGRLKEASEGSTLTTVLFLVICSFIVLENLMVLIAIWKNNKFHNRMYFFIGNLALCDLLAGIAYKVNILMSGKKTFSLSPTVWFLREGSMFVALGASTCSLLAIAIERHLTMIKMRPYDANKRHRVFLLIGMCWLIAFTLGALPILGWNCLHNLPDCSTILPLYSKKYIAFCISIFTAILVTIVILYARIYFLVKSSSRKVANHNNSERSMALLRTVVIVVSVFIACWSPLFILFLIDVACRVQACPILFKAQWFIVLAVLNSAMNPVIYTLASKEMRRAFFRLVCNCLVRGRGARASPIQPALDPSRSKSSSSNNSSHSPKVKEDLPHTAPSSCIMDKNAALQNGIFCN
PMI act hi M6P = activators of human phosphomannose isomerase at near-saturating mannose 6-phosphate. coupled PMI enzyme assay, resazurin fluorescence, 20 min; active compounds read high; 1 = untreated enzyme, 0 = substrate-free blank. activation factor at 20 µM. 190,000 compounds, 0.34% hits. AID 1216;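 active means activation factor of 2 or more at 20 µM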
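Material: human phosphomannose isomerase with PGI, G6PDH, diaphorase coupling enzymes / Reagent: Man-6-P substrate 1.0 mM / Dosing: single compound dose of 20 µM, 1% DMSO final / Incubation: enzyme reaction with compound 20 min at room temperature / Signal: resorufin fluorescence (Ex 544/Em 590 nm) from resazurin via diaphorase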
Lmaj promast = Leishmania major promastigote growth inhibition | Leishmania major promastigotes, resazurin fluorescence viability | inhibition, % at 10 µM | 200,000 compounds, 9% hits | AID 1063;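 further: promastigotes grown with compound for 44 hours at 28 °C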
DTT redox prof = compounds producing H2O2 with reducing agent – biochemical, NIH compound library profiling, artefact control for MLSCN library redox annotation, primary screen. DTT-dependent redox cycling H2O2, phenol red/HRP absorbance; 100% = 100 µM peroxide control, 0% = buffer. activation, % at 10 µM. 200,000 compounds, 0.03% hits;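 active means activation of at least 50% relative to the plate's high and low controls in the primary single-dose screen; inactive means activation below 50%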;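 further: compound incubated with DTT at 0.8 mM final as the reducing agent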
Active calls of the source: *; nt = no result given. Unless noted, no stated cut-off is given here; in the data, active means inhibition above about 50%; inactive means the rest. An unsorted share of the library. About 12% of those tested had a hit in this group.

Each structure is followed by: PMI act	DTT redox prof	PMI act hi M6P	TLR4-MyD88 BLA	Diaphorase act	S1P3 antagonist	Lmaj promast	RAM network inh	Hsp70 act	G6PDH CS	Diaphorase inh
#1 CC(C)c1ccc(-c2nc3c([nH]2)c(=O)n(C)c(=O)n3C)cc1
  1	0.0	1	-5	1	0	-3	2.0	-0.7	2	3
#2 O=C(COc1ccc(NS(=O)(=O)c2ccc(F)cc2)cc1)N1CCOCC1
  1	-0.5	1	-2	0.9	-13	1	1.5	-0.1	19	6
#3 COc1ccc(S(=O)(=O)Nc2cc(C)on2)cc1OC
  1.1	-2.8	1.1	8	1.1	-18	-3	-0.5	-0.1	8	-7
#4 CCOC(=O)COc1cc([N+](=O)[O-])cc2cccnc12
  nt	0.1	nt	-8	nt	-16	-2	2.1	-0.5	14	nt
#5 O=C(CSc1ccc(-c2ccco2)nn1)NC1CCCC1
  0.9	-0.8	0.8	1	0.7	-14	5	-0.7	-0.4	4	28
#6 CCOCCCN(C(=O)Nc1ccc(CC)cc1)C1CCN(C(C)=O)CC1
  1	0.3	1	2	1	-16	-10	-0.8	-0.2	14	2
#7 CC(C)OC(=O)c1cccnc1N1CCN(c2ccc(F)cc2)CC1
  1.1	-11	1	-5	0.9	nt	7	0.3	-0.2	3	10
#8 CCCCn1c(C(C)NC(=O)CC)nc2ccccc21 (stereo not drawn)
  0.9	0.4	0.9	-8	0.8	-15	9	1.0	0.1	-28	24
#9 O=S(=O)(c1ccccc1)N1CCN(c2nnnn2-c2ccccc2)CC1
  1	0.0	1.1	-5	0.9	nt	-1	2.2	-0.1	-1	10
#10 CCOC(=O)Nc1cccc(OCC(=O)Nc2ccc(OC)cc2OC)c1
  nt	1.7	nt	1	nt	-8	34	4.7	-0.5	nt	nt
#11 Cc1cc(C)cc(N(CCC(=O)Nc2nnc(C)s2)S(=O)(=O)c2ccc(Cl)cc2)c1
  0.9	-0.4	1	11	0.8	-14	93*	2.6	-0.3	-10	17
#12 O=[N+]([O-])c1ccc(Sc2nnnn2-c2ccccc2)nc1
  1.1	0.9	1.1	-3	0.9	-9	82*	0.6	-0.5	1	9
#13 Cc1oc2cc3c(C(=O)N4CCCCC4)c(C)oc3cc2c1C(=O)N1CCCCC1
  0.9	-0.8	0.9	7	0.9	3	17	-1.1	0.2	1	14
#14 O=C1C=CC(=O)N1N(c1ccccc1)c1ccccc1
  0.8	0.2	0.9	13	0.7	5	-5	-1.1	-0.1	1	28
#15 O=C(CCc1nnc(-c2ccsc2)o1)N1CCc2c(Cl)cccc2C1
  0.9	-0.9	0.9	-2	0.9	-42	-5	0.7	0.1	6	13
#16 CCN(CC)C(=O)CN1CCN(c2ccccc2F)CC1
  0.8	0.2	0.9	-1	0.8	nt	-2	2.7	-0.4	4	23
#17 CC1CCN(Cc2cnc(Cl)s2)CC1
  0.9	1.8	0.8	9	0.8	nt	8	0.8	0.0	-5	22
#18 CCc1nnc(N2C(=O)c3cccc4cccc(c34)C2=O)s1
  1	-1.3	1.1	-2	0.9	nt	2	0.3	0.5	-1	5
#19 COc1cccc(/C=C/C(=O)OCC(=O)NCc2ccco2)c1
  1.1	-0.5	1.1	6	0.9	5	-4	2.7	-0.3	-3	13
#20 Cc1ccc(NC(=O)CN2CCN(CCN=CC3=C(O)CC(c4ccccc4)CC3=O)CC2)cc1 (stereo not drawn)
  1.2	-0.4	1.2	-4	1	-10	-4	-0.1	-0.4	-1	-2
#21 CCCNC(=O)N1CCN(S(=O)(=O)c2ccc(C)cc2)CC1
  1	3.9	1.1	-15	1	-27	-5	0.7	-0.1	7	2
#22 COc1ccc2nc(N3CCCC3)c(C#N)cc2c1
  1.1	1.9	1.1	9	0.9	-23	3	0.0	0.0	9	10
#23 Nc1nc(CSc2ncn[nH]2)nc(Nc2ccc(F)cc2)n1
  1	-2.5	1	6	0.9	-32	11	3.5	-0.1	-8	13
#24 Cc1nc2cc(C(=O)NCc3ccc4c(c3)OCO4)ccc2n1-c1ccc(Br)cc1
  0.9	0.0	0.8	-1	0.8	-3	-4	0.2	-0.1	2	23
#25 CCCOc1ccc2oc(=O)c3c(c2c1)CCCN3C(=O)CN1CCc2ccccc2C1
  0.8	0.1	0.8	-8	0.7	18	46	-0.8	0.0	14	27
#26 Cc1ccccc1OCCn1cnc2c(N)ncnc21
  1.3	0.3	1.3	3	1.1	nt	-4	0.1	0.0	11	-8
#27 CC(=O)c1cccc(-n2nnnc2SCC(=O)Nc2ccccc2N2CCCCC2)c1
  0.8	2.3	0.9	6	0.7	16	19	0.1	-0.3	15	27
#28 COc1ccc2[nH]c(O)c(N=NC(=N)N)c2c1
  1	0.2	1.1	-5	1	0	41	0.8	-0.3	-10	0
#29 Cc1nn(Cc2ccc(F)cc2)c(C)c1NC(=O)C1c2ccccc2Oc2ccccc21
  1	-0.1	1	9	0.9	7	29	0.4	0.0	-1	11
#30 O=C(Cn1c(=S)[nH]c2ccccc2c1=O)NCCc1ccccc1
  1.1	0.4	1.1	8	1	-9	-1	2.2	0.0	-5	-2
#31 Cn1nc(CC(=O)NCc2cccc3ccccc23)c2ccccc2c1=O
  1	-11	1.1	-2	1	nt	-1	1.4	-0.2	5	4
#32 CCOC(=O)c1ccc(NS(=O)(=O)c2ccc3c(c2)CCCN3C(C)=O)cc1
  0.9	-0.2	0.9	-15	0.9	-1	-3	0.5	0.0	7	10
#33 O=C(CC1(O)C(=O)N(Cc2ccccc2)c2ccccc21)c1ccc2c(c1)OCO2 (stereo not drawn)
  1	-0.4	1	-3	0.9	nt	-3	3.0	0.0	2	7
#34 CCCc1cc(=O)n2[nH]c(NCc3c(F)cccc3Cl)nc2n1
  0.8	2.3	0.9	-8	0.9	-2	-11	1.0	-0.4	8	12
#35 CCOC(=O)N1CCN(C(=O)C(C)SCc2ccccc2)CC1 (stereo not drawn)
  0.9	1.5	1	1	0.8	nt	-5	1.6	-0.4	9	16
#36 c1ccc2c(Oc3ccc4c(c3)OCO4)nncc2c1
  1.1	-0.7	1	15	0.9	8	-9	1.7	-0.1	9	9
#37 N#Cc1ccc(C(=O)Nc2cccc3ncccc23)c(F)c1
  1.3	-0.2	1	-2	1.1	11	-7	0.3	-0.2	-4	-6
#38 CCCCOC(=O)C1=C(C)NC2(O)c3ccccc3C(=O)C12O (stereo not drawn)
  0.7	2.4	0.8	9	0.7	-19	-6	1.5	0.1	16	35
#39 COc1cccc(OC)c1C(=O)n1nc(C)cc1C
  0.9	2.9	1	-1	0.9	-5	-1	1.5	-0.2	9	10
#40 CC(C)CC(=O)NC(=S)N1CCCCCC1
  1.1	-0.9	0.9	4	1	nt	-7	0.1	-0.1	12	3
#41 CCCCn1nnnc1SCC(=O)Nc1ccc(F)cc1
  1.1	2.6	0.9	1	0.8	-24	-2	0.5	-0.3	8	22
#42 COC(=O)C1CCC(C)(C(=O)Nc2ccccc2)C1(C)C (stereo not drawn)
  1	1.1	1	9	0.9	4	-7	0.4	0.0	11	13
#43 CCOC(=O)C(Cc1ccccc1)NC(=O)Cn1nnc(-c2ccc(SC)cc2)n1 (stereo not drawn)
  0.9	-2.4	1	-7	0.8	nt	-5	4.3	0.5	7	16
#44 Oc1ccc(-c2nc3c4c(ncn3n2)-c2ccccc2CC42CCCC2)cc1
  0.9	0.0	0.9	2	0.8	-5	87*	8.1	-0.2	3	22
#45 CCN(CC)c1ccc(NC2=C(Cl)C(=O)c3ccccc3C2=O)cc1
  0.6	0.5	0.4	-5	0.5	12	19	2.9	0.0	48	49
#46 CC(C)C[C@H](NC(=O)c1nc[nH]c1C(=O)NC1CCN(C(=O)OC(C)(C)C)CC1)C(=O)OC(C)(C)C
  0.8	0.0	0.8	2	0.7	-35	31	0.6	0.4	18	35
#47 COc1ccc2c(c1)CC/C(=C/c1ccncc1)C2=O
  0.8	-0.2	0.9	-6	0.9	-2	75*	0.5	-0.3	11	12
#48 COC(=O)C1CCN(c2ccc([N+](=O)[O-])cc2)CC1
  1.1	5.3	1.1	1	1	-16	-9	0.8	-0.3	3	3
#49 COC(=O)c1ccc(-c2ncc(-c3cccc4ccccc34)o2)cc1
  1.1	2.6	1.1	-3	1	nt	-9	13*	-0.3	2	4
#50 Cc1cc2ccccn2c1C(=O)c1nc(NCc2ccco2)ncc1Cl
  1	-0.4	0.9	-2	0.8	19	3	0.8	-0.1	3	19
